# Assay outcomes from PubChem.
# AID2073: inhibitors of Mint1-CaV2.2 protein interaction, biochemical, HTRF (AID 2073) | Voltage-dependent N-type calcium channel subunit alpha-1B (Homo sapiens) | HTRF protein-protein interaction, Mint1-CaV2.2; higher % means a stronger effect | inhibition, % at 20 µM, or IC50 in µM where a hit was titrated | 290,000 tested, 0.19% active; in the data active = inhibition mostly above about 51%, no sharp cut-off; inconclusive = no clear call, values can overlap the other calls; inactive = mostly below about 53%; also: some results filed as inactive read as strong as hits
# GPR35 arrestin U2OS: GPR35 antagonists blocking zaprinast-driven arrestin recruitment, primary screen, imaging, U2OS, beta-arrestin-GFP, zaprinast agonist (AID 2058); 290,000 tested, 0.052% active; one-dose inhibition, % at 10 µM; IC50 in µM for titrated hits; U2OS GPR35 beta-arrestin-GFP translocation imaging, zaprinast antagonism; higher % means a stronger effect;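 active = inhibition of at least 50% with at least 30 cells and total cytoplasm GFP at most 10,000,000; inconclusive = under 30 cells or total GFP of 10,000,000 plus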
# Yfh1-depleted yeast: enhancers of respiration in Yfh1-depleted yeast, dose response, Friedreich's ataxia, plus single-dose screen (AID 1465). S. cerevisiae Yfh1-off respiration, WST-1 reduction, 72 h; higher fold induction means a stronger effect. fold induction at 50 µM, or EC50 in µM where a hit was titrated. 220,000 tested, 0.074% active;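 active = fold induction of absorbance versus untreated yeast above a set limit, then at least 30% activation at any dose in follow-up; inconclusive = repeats straddling the limit, or above it without dose testing; inactive = fold induction below the set limit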;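 also: activators that raise dye reduction in frataxin-depleted yeast; strong numbers were not always called active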
# NTR1 agonist: agonists of NTR1, primary screen, imaging, U2OS cells, beta-arrestin-GFP, high content (AID 493036) | Neurotensin receptor type 1 (Homo sapiens), P30989 | NTR1-U2OS beta-arrestin-GFP spot imaging, agonist mode | activation, % at 20 µM | 330,000 tested, 0.17% active;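 active = activation at or above 40% of the spot to cytoplasm intensity ratio, with at least 20 cells analyzed; inconclusive = wells under 20 cells, flagged as cytotoxic or low count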;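 also: 0% = DMSO without peptide and 100% = 100 nM NTR1 peptide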
# Target sequence (P30989 whole entry, looked up): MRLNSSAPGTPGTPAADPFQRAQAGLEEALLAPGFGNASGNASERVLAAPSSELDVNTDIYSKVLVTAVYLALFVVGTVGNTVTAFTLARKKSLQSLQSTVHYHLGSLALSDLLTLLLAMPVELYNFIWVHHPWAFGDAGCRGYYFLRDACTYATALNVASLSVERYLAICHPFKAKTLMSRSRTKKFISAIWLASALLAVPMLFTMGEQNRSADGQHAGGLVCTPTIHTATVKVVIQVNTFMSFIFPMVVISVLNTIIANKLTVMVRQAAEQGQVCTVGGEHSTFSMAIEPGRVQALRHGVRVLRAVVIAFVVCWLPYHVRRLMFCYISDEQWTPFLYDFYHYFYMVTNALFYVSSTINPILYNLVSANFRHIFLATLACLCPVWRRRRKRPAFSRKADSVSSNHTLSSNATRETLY
# Dengue-2 NS5 capping: Dengue-2 NS5 methyltransferase inhibitors, primary screen, biochemical, confirmation dose response (AID 588689); Dengue-2 NS5 methyltransferase capping enzyme assay, biochemical; higher % means a stronger effect; one-dose inhibition, % at 25 µM; IC50 in µM for titrated hits; 340,000 tested, 0.3% active; in the data active = a potency from the dose series; inconclusive = inhibition above about 29% without an active follow-up result
# GPR55 beta-arrestin: GPR55 agonists via beta-arrestin recruitment, primary screen, imaging, U2OS cells, beta-arrestin-GFP redistribution (AID 1961); one-dose activation, % at 10 µM; EC50 in µM for titrated hits; U2OS GPR55 beta-arrestin-GFP redistribution imaging; higher % means a stronger effect; G-protein coupled receptor 55 (Homo sapiens); 290,000 tested, 0.048% active;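 active = activation above 40% with more than 50 cells counted in the well; inconclusive = wells holding fewer than 50 cells, flagged as toxic or sparse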;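 also: U2OS osteosarcoma cells stably expressing GPR55 and beta-arrestin-GFP; plate controls were DMSO negative control for no effect and LPI positive control for full effect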
# MgcRacGAP inhibition: MgcRacGAP GTPase-activating activity inhibitors, confirmation, biochemical, ADP Hunter fluorescence. MgcRacGAP-stimulated Rac1 GTP hydrolysis, ADP Hunter fluorescence; higher % means a stronger effect; GST-tagged Rac1 F28L mutant substrate. AID 624330, 2012. one-dose inhibition, % at 30 µM; IC50 in µM for titrated hits. 340,000 tested, 0.6% active. Rac GTPase-activating protein 1 (Homo sapiens);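 active = first-screen hits whose inhibition reached a set limit at any dose in the follow-up dose series; inconclusive = inhibition above the set first-screen limit but never retested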;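 also: fluorescence reports GDP produced by GAP-driven GTP hydrolysis; strong numbers were not always called active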
# Large T inhibition: SV40 large T antigen inhibitors, biochemical (AID 1903); SV40 large T antigen ATPase/helicase inhibition assay; higher % means a stronger effect; inhibition, % at 20 µM, or IC50 in µM where a hit was titrated; 310,000 tested, 0.39% active; in the data active = a potency from the dose series; inconclusive = inhibition mostly from about 32% at the one dose, without a potency; inactive = the rest, 99 in 100 with inhibition below about 32%; also: strong numbers were not always called active
# GPR55 antagonists: GPR55 antagonists blocking LPI-driven arrestin recruitment, primary screen, imaging, U2OS, beta-arrestin-GFP, LPI agonist (AID 2013); G-protein coupled receptor 55 (Homo sapiens); inhibition, % at 10 µM; hits with a dose series show IC50 in µM; 290,000 tested, 0.13% active; U2OS GPR55 beta-arrestin-GFP translocation imaging, LPI antagonism; higher % means a stronger effect;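 active = spots per cell inhibited over 60%, with over 100 cells counted and total cytoplasm intensity under 500,000; inconclusive = wells with under 100 cells, flagged as likely toxic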;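 also: U2OS cells stably carrying GPR55 and arrestin-GFP stimulated by 5 µM LPI near EC80; imaged beta-arrestin-GFP aggregate spots per cell after agonist stimulation; plate controls were LPI-stimulated DMSO wells for no effect and DMSO wells without LPI for full effect; some results filed as inactive read as strong as hits; confirmed hits need IC50 under 10 µM and bright autofluorescent wells are also inconclusive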
# NTR1 agonist cell count 20 µM: recorded beside NTR1 agonist, whose call it bears; cell count; measured here: cell count, cytotoxicity flag
# Dengue-2 NS5 capping pilot replicate: recorded beside Dengue-2 NS5 capping, whose call it bears; inhibition, %; measured here: pilot screen replicate inhibition
# Numbers without * were called inactive; i = inactive; ? = inconclusive; . = no result given; & = joins results of further samples.
SMILES,AID2073,GPR35 arrestin U2OS,Yfh1-depleted yeast,NTR1 agonist,NTR1 agonist cell count 20 µM,Dengue-2 NS5 capping,GPR55 beta-arrestin,MgcRacGAP inhibition,Large T inhibition,GPR55 antagonists,others
Cc1cn(CCC(=O)Nc2ccccc2N2CCOCC2)c2ccccc12,-14%,-14%,i,1.2,52,-5%,0.2%,-12%,15%,3%,
CCCN(CCO)Cc1ccc(F)c(Br)c1,17%,17%,i,-0.2,41,-5%,-0.1%,11%,8%,5%,
Oc1ccc(Nc2ncnc3c2oc2ccccc23)cc1,7%,9%,.,-0.2,89,-3%,-0.1%,15µM*,23%,-20%,
CC1CCN(C(=O)C2CC(c3ccc(F)cc3)=NO2)CC1 (stereo unspecified),6%,3%,i,-0.2,77,-10%,-0.1%,4%,6%,11%,
Cc1ccc(-c2nnc(-c3ccccc3S(=O)(=O)Cc3ccc(Cl)cc3)o2)cc1,-8%,-4%,i,0.8,61,3%,0.2%,3%,17%,0%,
O=C1CCCCC(=O)N(c2ccccc2)c2ccccc21,0%,1%,i,-0.1,79,-5%,0.7%,0%,-2%,2%,Dengue-2 NS5 capping pilot replicate=-5.2
Cc1ccc(CNC(=O)N2CCN(C)CC2)cc1,-1%,8%,i,6.6,72,2%,-0.3%,5%,7%,1%,
COc1cccc(N(C(=O)Cn2nnc(-c3cccs3)n2)C(C(=O)NC2CCCCC2)c2ccncc2)c1 (stereo unspecified),41%,1%,.,-1.5,68,-1%,-0.1%,4%,-1%,5%,
CC(Oc1ccc2c(-c3ccccc3)cc(=O)oc2c1)C(=O)NCCCn1ccnc1 (stereo unspecified),6%,-12%,.,-1.0,79,2%,-0.2%,-10%,11%,-1%,
Brc1ccc2c(c1)OCCOCCOCCOCCOCCO2,1%,-10%,i,3.0,42,-6%,-0.1%,8%,10%,6%,
CC(C)OC(=O)c1cccnc1SCC(=O)N(C)c1ccccc1,5%,-4%,i,-1.8,44,0%,-0.1%,-4%,4%,4%,
COc1ccc(CCN2C(=O)c3[nH]nc(-c4ccccc4O)c3C2c2ccc(C)cc2)cc1OC (stereo unspecified),4%,-19%,i,17,74,-1%,-0.1%,3%,-1%,2.9µM*,Dengue-2 NS5 capping pilot replicate=-4.2
O=C(Nc1ccccc1N1CCOCC1)c1cc(Br)c(Br)s1,7%,4%,i,5.9,52,1%,-0.3%,5%,4%,-2%,
CN(C)c1cc(N/N=C\c2ccccc2)nc(N(C)C)n1,-13%,5%,i,6.0,51,47%,-0.1%,-21%,1%,31%,
N#C/C(=C\c1cn(-c2ccccc2)nc1-c1cc2ccccc2o1)c1nc2ccccc2[nH]1,12%,2%,i,1.5,35,?,-0.1%,7%,9%,-10%,
Cc1cc(NC(=O)CSc2nc3ccccc3n2CC(=O)N2CCCCC2)no1,-2%,7%,i,-0.1,49,2%,0.3%,4%,16%,8%,
O=C(COC(=O)CCC(NC(=O)OCc1ccccc1)C(=O)OCC(=O)Nc1ccccc1)Nc1ccccc1 (stereo unspecified),5%,-16%,i,5.9,75,0%,-0.1%,4%,10%,5%,
COc1cccc(NC(=S)/C(=C(\[O-])c2ccc(C)c([N+](=O)[O-])c2)[n+]2ccccc2)c1,0%,9%,i,-1.9,85,9%,0.4%,2%,6%,7%,
CCCCC[n+]1cccc2c3ccccc3ccc21,13%,18%,i,-0.9,92,8%,0.1%,16%,6%,4%,
CCOc1cc(/C=C(/C#N)c2nc3ccccc3[nH]2)ccc1Oc1ccc([N+](=O)[O-])cn1,9%,-3%,i,3.8,26,-1%,-0.2%,7%,2%,2%,
CCOC(=O)N1CCN(CC(O)COc2ccc(C)cc2C(C)(C)C)CC1 (stereo unspecified),?,15%,i,6.0,40,-8%,0.7%,7%,6%,3%,
Cc1ccc(NC2CCCN(C(=O)c3cn4cccc(C)c4n3)C2)cc1C (stereo unspecified),-3%,-14%,.,1.1,69,-9%,-0.1%,13%,16%,2%,
CC(Oc1cc(C(F)(F)F)cc(C(F)(F)F)c1)C(=O)NC(N)=O (stereo unspecified),8%,3%,i,1.6,93,-6%,-0.2%,10%,20%,1%,
Cc1ccc(S(=O)(=O)N2CCCCC2)cc1C(=O)NCCC1=CCCCC1,.,.,.,-0.1,57,-5%,.,4%,24%,.,
O=C(N/N=C\c1ccc(-c2ccc([N+](=O)[O-])cc2)o1)C1COc2ccccc2O1 (stereo unspecified),30%,8%,i,2.0,57,5%,-0.2%,11%,8%,8%,

# Next part, overlapping the part above by three compounds.
SMILES,AID2073,GPR35 arrestin U2OS,Yfh1-depleted yeast,NTR1 agonist,NTR1 agonist cell count 20 µM,Dengue-2 NS5 capping,GPR55 beta-arrestin,MgcRacGAP inhibition,Large T inhibition,GPR55 antagonists,others
CC(Oc1cc(C(F)(F)F)cc(C(F)(F)F)c1)C(=O)NC(N)=O (stereo unspecified),8%,3%,i,1.6,93,-6%,-0.2%,10%,20%,1%,
Cc1ccc(S(=O)(=O)N2CCCCC2)cc1C(=O)NCCC1=CCCCC1,.,.,.,-0.1,57,-5%,.,4%,24%,.,
O=C(N/N=C\c1ccc(-c2ccc([N+](=O)[O-])cc2)o1)C1COc2ccccc2O1 (stereo unspecified),30%,8%,i,2.0,57,5%,-0.2%,11%,8%,8%,
Cc1ccccc1CNC(=O)CCc1ccccc1,0%,0%,i,-1.3,27,.,-0.1%,.,3%,1%,
CC(=O)Nc1ccc(S(=O)(=O)c2ccc(N)cc2)cc1N,28%,7%,i,2.0,61,-12%,-0.2%,5%,5%,12%,
CC(=O)c1cc(C#N)c(SCc2ccc(F)cc2)nc1C,13%,-15%,i,2.5,76,0%,-0.1%,5%,3%,-3%,
CCOc1ccc(N(C(C)C(=O)NC2CCCCCC2)S(C)(=O)=O)cc1 (stereo unspecified),1%,7%,i,-1.2,34,1%,0.7%,11%,.,-4%,
O=C(CCl)c1ccc2c(c1)CCN2C(=O)C1CCCCC1,-3%,2%,.,27,56,-8%,0.2%,23%,15%,6%,
Cc1ccccc1NC(=O)c1sc2nc3c(c(-c4ccco4)c2c1N)CCC3,22%,-8%,i,4.6,60,4%,-0.2%,7%,13%,7%,
O=C(CN1CCN(c2ccccc2)CC1)Nc1cccc([N+](=O)[O-])c1,6%,-6%,i,1.6,79,-1%,1.4%,-1%,12%,0%,
CC(C)CC(NC(=O)OC(C)(C)C)c1cn([C@@H](Cc2cc3ccccc3[nH]2)C(=O)N2CCN(C(=O)OC(C)(C)C)CC2)nn1 (stereo partly specified),3%,-1%,.,3.1,96,-1%,0.2%,9%,8%,-2%,
CCOc1ccccc1N(CC(=O)N1CCCCCC1)S(=O)(=O)c1ccc(C)cc1,3%,4%,.,-1.0,52,-1%,0.3%,7%,4%,11%,
CN1CCC[C@H]1c1cccnc1,.,.,.,-2.7&-1.1,53&60,-2%&2%,.,-1%&1%,24%&-2%,.,
CC(C)(C)c1[nH]nc2c1C(c1ccncc1)C(C#N)=C(N)O2 (stereo unspecified),-5%,3%,i,-0.5,43,1%,-0.1%,11%,7%,-5%,
COc1ccc(N(CC(=O)Nc2cc(C)ccc2C)S(=O)(=O)c2c(C)nn(C)c2C)cc1,-2%,-1%,.,3.8,65,0%,0.4%,2%,6%,10%,
COc1ccc(C(=O)/C=C(/C)N(C)C)cc1,12%,-10%,i,0.8,74,-5%,0.2%,3%,12%,12%,
Cc1ccc(/C=N/NC(=O)CNC(=O)c2ccc(S(=O)(=O)N(C)C)cc2)o1,5%,7%,i,-1.5,88,-10%,-0.5%,3%,4%,5%,
CC(C)(C)n1nc2c(c1NC(=O)c1cc(Cl)ccc1[N+](=O)[O-])CS(=O)(=O)C2,4%,0%,.,1.7,50,-2%,-0.1%,-2%,5%,-3%,
CS(=O)(=O)Nc1ccc2c(c1)nc1n2CCOC1,-12%,12%,i,-1.2,92,-2%,-0.2%,-2%,-3%,3%,
O=C1CC(C(=O)Nc2cccc(Cl)c2)n2ncnc2N1 (stereo unspecified),-5%,-11%,i,0.0,56,-2%,0.5%,3%,5%,4%,
CCN1CCN(C(=O)C2CCCN(S(=O)(=O)c3cc(Cl)ccc3Cl)C2)CC1 (stereo unspecified),3%,-2%,.,-0.3,52,-3%,-0.1%,7%,2%,32%,
CCOC(=O)N1CCN(C(=O)CSc2nnc(Cc3ccccc3)o2)CC1,-8%,10%,i,2.9,65,5%,-0.1%,-1%,4%,26%,

# Reprinted from the results shown for reference:
SMILES,AID2073,GPR35 arrestin U2OS,Yfh1-depleted yeast,NTR1 agonist,NTR1 agonist cell count 20 µM,Dengue-2 NS5 capping,GPR55 beta-arrestin,MgcRacGAP inhibition,Large T inhibition,GPR55 antagonists,others
CC(C)(C)n1nc2c(c1NC(=O)c1cc(Cl)ccc1[N+](=O)[O-])CS(=O)(=O)C2,4%,0%,.,1.7,50,-2%,-0.1%,-2%,5%,-3%,
CS(=O)(=O)Nc1ccc2c(c1)nc1n2CCOC1,-12%,12%,i,-1.2,92,-2%,-0.2%,-2%,-3%,3%,
O=C1CC(C(=O)Nc2cccc(Cl)c2)n2ncnc2N1 (stereo unspecified),-5%,-11%,i,0.0,56,-2%,0.5%,3%,5%,4%,
CCN1CCN(C(=O)C2CCCN(S(=O)(=O)c3cc(Cl)ccc3Cl)C2)CC1 (stereo unspecified),3%,-2%,.,-0.3,52,-3%,-0.1%,7%,2%,32%,
CCOC(=O)N1CCN(C(=O)CSc2nnc(Cc3ccccc3)o2)CC1,-8%,10%,i,2.9,65,5%,-0.1%,-1%,4%,26%,
